# Screening results from PubChem.
# Abeta rescue = qHTS for compounds that reverse cellular toxicity of Amyloid beta (A-beta) peptide in yeast: Primary Screen; yeast expressing A-beta42, growth rescue, OD600, 48 h; response scale: 0% DMSO, 100% iron-clioquinol control; hit rate 0.063% among 410,000; AID 1347071, 2019; Potency, µM (highest dose often 46.1 µM), for the others: at the top dose growth rescue, hits mostly activators; also: potency is read from the fitted curve at half-maximal effect; nearly all actives have a fitted effect of over 55% in size
#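 Growth rescue measured by 600 nm absorbance after 48 h yeast culture at 30 C with compound. Values normalized between DMSO and an equimolar ferric chloride plus clioquinol control.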
# aSyn rescue = qHTS of alpha-syn Inhibitors | Yeast expressing alpha-synuclein, growth rescue, BacTiter-Glo, 24 h | Potency, µM (titrated, usually from 46.1 µM), for the others: at the top dose growth rescue (activation), hits mostly activators | hit rate 0.14% among 370,000 | AID 652106, 2013; also: potency is read from the fitted curve at half-maximal effect; % of control where 0% means no effect; nearly all actives have a fitted effect of over 65% in size
#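 Rescue of yeast growth: cells expressing toxic alpha-synuclein, induced in galactose at OD600 0.02, incubated with compound 24 h at 30 C. ATP luminescence quantified growth; inhibitors of toxicity appear as activators.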
# PTHR1 ag = qHTS for PTHR1 Agonists: Primary Screen; HEK293 GP2 PTHR1 cells, GloSensor cAMP luminescence, 1 h; Potency, µM (top dose mostly 115 µM), inactives show top-dose activation, usual class: activators; AID 743266, 2014; Parathyroid hormone/parathyroid hormone-related peptide receptor (Homo sapiens), Q03431; hit rate 0.075% among 410,000; also: potency is read from the fitted curve at half-maximal effect; nearly all actives have a fitted effect of over 55% in size; some results filed as inactive show a strong effect at the top dose; inactives centre near -15; many of its hits are not listed in these tables
# Target sequence (Q03431 whole entry, looked up): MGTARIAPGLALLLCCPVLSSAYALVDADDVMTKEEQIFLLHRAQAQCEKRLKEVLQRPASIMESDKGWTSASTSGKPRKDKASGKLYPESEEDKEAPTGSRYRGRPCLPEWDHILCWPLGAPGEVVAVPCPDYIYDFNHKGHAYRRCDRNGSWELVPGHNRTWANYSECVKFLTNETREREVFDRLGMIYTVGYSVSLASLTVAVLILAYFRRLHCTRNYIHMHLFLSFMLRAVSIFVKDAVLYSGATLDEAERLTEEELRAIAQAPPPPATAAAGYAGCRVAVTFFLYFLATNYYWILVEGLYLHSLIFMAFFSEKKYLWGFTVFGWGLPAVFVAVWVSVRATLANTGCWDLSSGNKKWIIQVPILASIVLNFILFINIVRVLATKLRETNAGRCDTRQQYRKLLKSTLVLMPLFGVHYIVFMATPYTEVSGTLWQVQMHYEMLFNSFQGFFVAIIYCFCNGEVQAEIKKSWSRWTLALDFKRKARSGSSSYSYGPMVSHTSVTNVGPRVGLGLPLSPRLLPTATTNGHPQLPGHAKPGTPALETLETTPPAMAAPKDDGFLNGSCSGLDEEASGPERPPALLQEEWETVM
#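 HEK-293-derived GP2 cells expressing PTHR1 and a GloSensor cAMP reporter, 3,000/well, plated overnight, given luciferin plus IBMX (each 0.5 mM as added) for 1 h at 37 °C, then compound for 1 h at 37 °C. Luminescence was read after 15 min at room temperature.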
# Akt phos inh = HTS Assay for Inhibitors of Akt Phophorylation: Primary Screen; Neuro2A IGF-stimulated pAkt S473 HTRF, 20 min; hits give low values; activity change, % for hits at 50 µM; hit rate 0.32% among 360,000; AID 651550, 2012; in the data active = activity change below about -80%; inconclusive = mostly about -51% to -80%; also: % is scaled to controls: 0 for no effect and ±100 for the full control effect
#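 Neuro2A cells (4,500/well, DMEM with 0.5% FBS) were treated with compound at a single 50 µM final concentration, stimulated with 6 nM IGF for 20 min at 37 °C, and lysed. Phospho-Akt Ser473 was read by HTRF as 665/615 ratio ×10^4.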
# FUS yeast rescue = qHTS for Suppressors of FUS Proteinopathy: Primary screen using FUS-linked yeast assay; S. cerevisiae FUS-expressing, growth rescue, OD600, 24 h; Potency, µM (doses to about 76.6 µM), inactives show top-dose growth rescue (activation), actives largely listed as activators; hit rate 0.24% among 390,000; AID 1347120, 2019;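 also: potency is read from the fitted curve at half-maximal effect; plate controls were DMSO vehicle for no effect and reference control for full effect; nearly all actives have a fitted effect of over 55% in size; some results filed as inactive show a strong effect at the top dose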
#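 Toxicity suppression screen in FUS-yeast. Cells induced with 2% galactose, starting OD 0.005, treated 24hr at 30C with compounds at multiple final concentrations; growth by OD600.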
# GLP-1R inv ag = qHTS of GLP-1 Receptor Inverse Agonists (Inhibition Mode); HEK293 GLP-1R CRE-luciferase, luminescence, 24 h; GLP-1R form is constitutively active; hit rate 1.6% among 410,000; Glucagon-like peptide 1 receptor (Homo sapiens), P43220; Potency, µM (doses to about 38.3 µM), inactives show top-dose activity change, negative = inhibition, most hits filed as inhibitors; AID 624417, 2012; also: potency is read from the fitted curve at half-maximal effect; % is scaled to controls: 0 for no effect and ±100 for the full control effect; nearly all actives have a fitted effect of over 55% in size
# Target sequence (P43220 whole entry, looked up): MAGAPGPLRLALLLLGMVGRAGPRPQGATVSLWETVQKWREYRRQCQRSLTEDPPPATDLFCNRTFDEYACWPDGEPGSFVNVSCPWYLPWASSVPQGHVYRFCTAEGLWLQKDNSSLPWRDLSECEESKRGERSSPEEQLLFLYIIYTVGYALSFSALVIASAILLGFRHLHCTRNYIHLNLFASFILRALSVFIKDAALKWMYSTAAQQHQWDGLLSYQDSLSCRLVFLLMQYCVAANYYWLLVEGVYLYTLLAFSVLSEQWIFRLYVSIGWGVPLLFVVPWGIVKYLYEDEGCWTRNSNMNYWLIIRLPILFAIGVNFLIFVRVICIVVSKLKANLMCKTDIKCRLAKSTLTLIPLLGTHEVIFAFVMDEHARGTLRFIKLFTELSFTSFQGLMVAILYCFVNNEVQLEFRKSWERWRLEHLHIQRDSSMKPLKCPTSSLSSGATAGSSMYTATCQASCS
#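 GLP-1R inverse agonism mode: basal reporter luminescence in engineered HEK293 cells measured after one day of compound exposure at 37 deg C, with a 12 min room-temperature detection step.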
# HEK293 tox = qHTS of GLP-1 Receptor Inverse Agonists: Cytotox Screen; hit rate 0.13% among 410,000; AID 624418, 2012; HEK293 cAMP-luciferase reporter cells, luminescence, 24 h; Potency, µM (doses to about 38.3 µM), for inactives: top-dose activity change, negative = inhibition, most hits filed as inhibitors;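 also: loss of luciferase light is scored as toxicity; potency is read from the fitted curve at half-maximal effect; % is scaled to controls: 0 for no effect and ±100 for the full control effect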
#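 Here, cytotoxicity is scored as loss of luminescence. The MLSMR collection was tested on cells seeded in medium containing 10% Nu serum, with a 24 hr compound exposure preceded by 12 hours of culture.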
# TDP43 rescue = qHTS of TDP-43 Inhibitors; TDP-43 expressing yeast growth rescue, BacTiter-Glo, 24 h; Potency, µM (top dose mostly 46.1 µM), without a hit: at the top dose growth rescue (activation), usual class: activators; hit rate 1.8% among 410,000; also: potency is read from the fitted curve at half-maximal effect; % of control where 0% means no effect; nearly all actives have a fitted effect of over 50% in size
#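 Growth rescue of TDP-43-toxic yeast measured as ATP luminescence (BacTiter-Glo). Cells grown to mid-log in raffinose, induced in galactose at OD600=0.02, exposed to compound 24 hr at 30 deg C.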
# MmCpn inh = Inhibitors of TCP-1 ring complex (TRiC) of Methanococcus maripaludis (MmCpn): qHTS. Chaperonin Mm-Cpn (Methanococcus maripaludis). purified Mm-Cpn ATPase, ADP Transcreener TR-FRET. Potency, µM (highest dose often 76.9 µM), inactives show at the top dose activity, negative = inhibition, actives largely listed as inhibitors. hit rate 0.031% among 330,000. AID 504842, 2011; also: potency is read from the fitted curve at half-maximal effect; % is scaled to controls: 0 for no effect and ±100 for the full control effect; nearly all actives have a fitted effect of over 80% in size
#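 ATPase turnover read by TR-FRET ADP competition (Eu cryptate antibody/ADP-d2, 665/590 nm): 10uM ATP final, 25nM Mm-CPN final, 30 min 37degC after 10-min compound preincubation, pH 7.4 Tris/KCl/MgCl2/DTT buffer.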
# Starred values were filed as active, the others as inactive; i = inactive; ? = inconclusive; / = not tested or not shown; [ ] = dose if it differs, or a comment. Unless noted, calls follow the shape of the dose curve; as a rule, active = well fitted curve in the direction sought with a large enough effect; inconclusive = small, poorly fitted or top-dose-only effect, or another doubt; inactive = no such curve, though single readings can be large; an effect the other way counts as inactive or inconclusive.
SMILES,Abeta rescue,aSyn rescue,PTHR1 ag,Akt phos inh,FUS yeast rescue,GLP-1R inv ag,HEK293 tox,TDP43 rescue,MmCpn inh
CC(C)OP(=O)(c1ccc(N(C)C)cc1)C(O)c1ccc(C(C)C)cc1 (stereo not drawn),?,6%,-13%,i,18%,-33%,-19%,15%,1%
Cc1cccc(C)c1-n1nnnc1C1(C)CCC(=O)N1CCCn1ccnc1 (stereo not drawn),-12%,1%,-18%,i,-19%,-7%,-5%,17%,/
CCN1CCN(S(=O)(=O)c2ccc(F)c(C(=O)Nc3c(F)cc(F)cc3Br)c2)CC1,-5%,4%,i,i,-6%,-9%,-1%,8%,-22%
CCc1cccc2c(N=O)c(O)[nH]c12,12%,1%,i,i,-10%,32%[activator],6%,18%,-1%
Cc1ccc(C(=O)c2oc3ccccc3c2N)cc1,8%,4%,-6%[57.5 µM],i,12%,-27%,20%,?,0%
COc1ccc(C(=O)NC2CCN(C(=S)Nc3ccccc3)CC2)cc1,-1%,2%,-7%,i,6%,9%,-4%,-7%,0%
CCOc1ccc(N(C(C)C(=O)N/N=C(\C)c2cccc(NC(=O)c3ccccc3)c2)S(C)(=O)=O)cc1 (stereo not drawn),-1%,-10%,-16%,i,22%,?,-9%,-3%,2%
COc1ccc(-n2nc3c(c2NC(=O)COc2ccccc2)CS(=O)C3)cc1 (stereo not drawn),8%,5%,i,i,12%,29%,12%,13%,0%
Cc1ccc(-c2ccc(=O)n(CC(=O)N3CCN(c4cc(Cl)ccc4C)CC3)n2)cc1,-30%[inhibitor],?,-24%[57.5 µM],i,15%,-21%,-1%,-3%,2%
CCOCCn1c(=O)c2c(nc3n2CCN3c2ccc(C)c(C)c2)n(C)c1=O,-10%,/,-2%,/,-14%,3%,3%,12%,1%
COCCCNC(=O)c1ccccc1Sc1ccc(NC(C)=O)nc1,-2%,-2%,i,i,4%,5%,-5%,-4%,-1%
C=Cc1ccc(CSc2nc(-c3ccc(OC)cc3)nc3c2Cc2c(CO)cnc(C)c2O3)cc1,-5%,/,i,/,-1%,5%,-1%,17%,/
C=CCOc1ccc(/C=C/C(=O)OCC(=O)NNC(=O)c2ccccc2F)cc1,6%,-3%,i,i,5%,-1%,-2%,-1%,1%
COCCNc1nnc(SCC(=O)N(C)c2c(N)n(Cc3ccccc3)c(=O)[nH]c2=O)s1,7%,5%,i,i,-4%,7%,11%,6%,1%
CC1C(=O)N(Cc2cccc(F)c2)c2ccccc2N1C(=O)c1ccccc1 (stereo not drawn),-7%,10%,-37%[inhibitor],i,16%,?,3%,28%,3%
O=C(CCSCCC(=O)NN=Cc1ccc(F)cc1)NN=Cc1ccc(F)cc1,8%,-3%,-10%,i,7%,-30%,3%,-10%,/
CCC(=O)c1ccc(OCC(=O)NCC2(N3CCCCC3)CCCCC2)cc1,2%,0%,-11%,i,-10%,4%,15%,-7%,2%
O=C(Nc1cccc([N+](=O)[O-])c1)C(=O)N1CCCCC1,2%,-3%,-3%,i,-19%,18%,1%,9%,3%
Cc1ccc(Cl)c(OCCN2CCc3ccccc3C2)c1,4%,19%,-44%[inhibitor],i,-14%,?,-11%,-20%,-1%
CCOc1ccc(OCCOCCNCCOC)cc1,-23%,?,i,i,/,0%,0%,-24%,0%
CCOC(=O)c1ccc(NC(=S)N2CCN(CCN=CC3=C(O)CC(C)(C)CC3=O)CC2)cc1,6%,6%,i,i,25%,8%,8%,16%,-1%
CN1C(=O)CSc2ccc(NC(=O)N3CCOCC3)cc21,1%,-1%,i,/,49%,6%,-15%,-13%,1%
CC(C)NC(=O)c1ccc(N2CCOCC2)nc1,6%,1%,i,i,-13%,32%[activator],1%,2%,-1%
Nc1c(-c2cccs2)cnn1-c1nc(-c2ccc(Cl)cc2Cl)cs1,7%,0%,-4%[57.5 µM],i,8%,-5%,17%,-8%,-1%
CCn1c(SCC(=O)N/N=C/c2ccncc2)nc2ccccc21,10%,2%,i,i,3%,5%,-6%,8%,-1%
COc1ccc(C(=O)N=c2nc3ccccn3s2)cc1,-25%,-24%,-30%[inhibitor][57.5 µM],i,14%,?,-9%,-28%,-1%
C[C@H](NC(=O)c1ncn2c1C(=O)NC[C@H]2C)c1ccccc1,3%,-7%,-34%[inhibitor],i,-1%,14%,2%,0%,/
CC1CCCCN1CCNC(=O)c1ccc2c(=O)n(CCc3ccccc3)c(=O)[nH]c2c1 (stereo not drawn),-1%,-2%,-3%,i,64%,?,61%[activator],4%,-10%
O=C(c1cccnc1NCc1ccccc1)N1CCOCC1,-13%,-6%,-1%[57.5 µM],i,0%,33%,4%,-2%,1%
COCCNc1nnc(SCC(=O)NC(=O)c2ccccc2)s1,-9%,1%,i,i,1%,-8%,1%,-22%,1%
COc1cccc(CNC(=O)CCC2CCCN(Cc3cc(Cl)ccc3O)C2)c1 (stereo not drawn),8%,-4%,i,i,18%,-22%,-8%,-19%[9.22 µM],2%
O=C(O)/C=C/C(=O)Nc1ccc(-n2nccc2C(F)(F)F)cc1,-15%,12%,-16%,i,-2%,18%,3%,7%,1%
Cc1cc(C)cc(OCC(=O)OCC(=O)N2CC(=O)Nc3ccccc32)c1,5%,4%,i,i,-3%,-7%,-4%,16%,-2%
COc1cccc(-c2nc(S(=O)(=O)c3ccccc3)c(N3CCCCC3)o2)c1,-23%,/,-10%,/,-8%,-19%,-4%,4%,/
CCC(NC(=O)c1ccccc1NC(=O)c1ccco1)C(=O)NC1CCCCC1 (stereo not drawn),11%,-1%,i,i,/,-8%,6%,2%,-1%
O=C(Cc1cccs1)Nc1ccc(F)cc1,5%,11%,-17%,i,0%,-4%,-4%,6%,1%
c1coc(-c2ccnc3ncnn23)c1,-18%,11%,-3%,i,-17%,17%,-9%,-12%[0.397 µM],-8%
CN(CCOc1ccc(Cl)cc1)CC(=O)Nc1ccc(OC(F)F)cc1,-16%,0%,i,i,?,?,-4%,-7%,1%
CC(C)OCC(O)CSc1ccccn1 (stereo not drawn),-4%,-1%,-12%[57.5 µM],i,10%,2%,-21%,-15%,1%
N#Cc1ccc(OCC(=O)Nc2cc(S(=O)(=O)N3CCOCC3)ccc2N2CCOCC2)cc1,20%,?,i,i,-12%,-1%,1%,-8%,-1%
Cn1c(CC(=O)Nc2ccccc2)n[nH]c1=S,-13%,-12%,i,i,-4%,12%,0%,2%,0%
Cc1cc(NC(=O)c2sccc2C)n(-c2nc3ccccc3[nH]2)n1,16%,0%,i,i,10%,?,?,24%,1%
CC(NC(=O)Cn1nc(C(F)(F)F)c2c1CCC2)c1ccccc1 (stereo not drawn),6%,3%,i,i,19%,?,-10%,9%,2%
Cc1ccc2nc(SCC(=O)NCc3cccs3)[nH]c2c1,6%,6%,-39%[inhibitor],i,5%,?,-8%,-11%,-2%
Cc1ccc(Cc2cnc(NC(=O)/C(C#N)=C/c3ccc(-c4ccc([N+](=O)[O-])cc4)o3)s2)cc1,-2%,-2%,i,i,18%,6%,14%,4%,0%
CC(C)COc1ccc(/C(=N/O)c2ccccc2)cc1,-20%,-27%,22%[57.5 µM],i,1%,?,14%,?,-1%
CC1(C(=O)NS(=O)(=O)c2ccc(Cl)cc2)CCN1C(=O)C1(c2ccccc2)CCCC1 (stereo not drawn),-9%,-10%,i,i,37%,?,-5%,14µM*,/
CN(C)c1ccc(CNC(=O)c2cc3cc(S(=O)(=O)N4CCCCC4)ccc3n2C)cc1,3%,/,11%,/,8.9µM*,7%,-1%,-2%,/
O=C(CN1CCCC1)Nc1ccc(Oc2ccc(NC(=O)CN3CCCC3)cc2)cc1,8%,4%,i,i,8%,1.8µM*,?,9%,0%
Cc1ccccc1N(CC(=O)N1CCCCCC1)S(C)(=O)=O,1%,1%,i,i,-1%,11%,-2%,-10%,1%
CC(C)NC(=O)COC(=O)c1cc(Br)ccc1Cl,-1%,-3%,i,i,/,-6%,-3%,3%,-3%
Cc1nn(CCO)c(C)c1Oc1ccccc1O,30%,4%,-2%[57.5 µM],i,-11%,14%,-3%,?,0%
CCOC(=O)N1CCN(CCC(=O)Nc2ccccc2)CC1,5%,-8%,-24%,i,17%,4%,-6%,-15%,1%

# Laid out differently: results already given
structure | Abeta rescue | aSyn rescue | PTHR1 ag | Akt phos inh | FUS yeast rescue | GLP-1R inv ag | HEK293 tox | TDP43 rescue | MmCpn inh
CN(C)c1ccc(CNC(=O)c2cc3cc(S(=O)(=O)N4CCCCC4)ccc3n2C)cc1 | 3% | / | 11% | / | 8.9µM* | 7% | -1% | -2% | /
O=C(CN1CCCC1)Nc1ccc(Oc2ccc(NC(=O)CN3CCCC3)cc2)cc1 | 8% | 4% | i | i | 8% | 1.8µM* | ? | 9% | 0%
Cc1ccccc1N(CC(=O)N1CCCCCC1)S(C)(=O)=O | 1% | 1% | i | i | -1% | 11% | -2% | -10% | 1%

# Some of the compounds tested; count on the stated rates, not on these rows.
